Jurkat NFkB inh: inhibitors of the PMA/ionomycin-induced NF-kB reporter in Jurkat cells; PMA/ionomycin-induced NF-kB luciferase reporter, luminescence; inhibition, % at 4 µM; hit rate 0.53% among 330,000
Apaf1 inhib: human Apaf-1 inhibition. hit rate 0.71% among 330,000. inhibition, % at 20 µM. reconstituted apoptosome caspase-3 activity, DEVD-Rh110 fluorescence; active means inhibition of at least 40% at 20 µM;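 further: plate controls were DMSO wells for no effect and DEVD-CHO caspase inhibitor wells for full effect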
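Medium: Hepes buffer, pH 7.5 / System: biochemical Apaf-1 apoptosome reconstitution / Measured by: Rh110 fluorescence, excitation 480 nm, emission 540 nm / Times: compound with Apaf-1, dATP, procaspase-3 30 min, then 50 min reaction, room temperature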
Gli-Sufu block: blocks Gli-Sufu signaling in a luciferase reporter; hit rate 0.74% among 340,000; inhibition, % at 5 µM; Sufu-KO-LIGHT fibroblasts, Gli luciferase reporter luminescence;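 active means inhibition above about 55%, limit read from the data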;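 further: 0% = DMSO-treated cells and 100% = wells with medium but no cells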
CCR6 antagonist: blocks CCL20-driven beta-arrestin recruitment at human CCR6. P51684. CHO-K1 CCR6 PathHunter beta-arrestin, luminescence, CCL20-stimulated. inhibition, % at 20 µM. hit rate 0.49% among 340,000. AID 493098;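 active means compounds whose inhibition of the agonist-driven luminescence signal at 20 µM reaches about 50%, limit read from the data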;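 further: cells stimulated with CCL20 at 14 nM final; plate controls were DMSO with CCL20 for no effect and DMSO without agonist for full effect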
Target sequence (P51684 whole entry, looked up): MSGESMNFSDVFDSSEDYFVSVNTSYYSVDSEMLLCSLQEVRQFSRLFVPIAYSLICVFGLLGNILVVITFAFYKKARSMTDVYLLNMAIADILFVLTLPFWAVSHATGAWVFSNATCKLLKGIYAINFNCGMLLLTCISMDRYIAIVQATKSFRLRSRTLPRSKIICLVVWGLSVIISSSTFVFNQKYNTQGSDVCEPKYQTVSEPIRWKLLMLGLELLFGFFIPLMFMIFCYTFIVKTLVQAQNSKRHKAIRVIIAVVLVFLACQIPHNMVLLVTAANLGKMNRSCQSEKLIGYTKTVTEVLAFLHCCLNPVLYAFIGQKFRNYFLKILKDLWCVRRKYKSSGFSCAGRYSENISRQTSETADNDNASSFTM
UBC13 polyUb: inhibitors of human UBC13 polyubiquitin chain formation. P61088. TR-FRET. inhibition, % at 20 µM. hit rate 0.47% among 330,000. AID 485273; in the data active means inhibition above about 45%, passing the limit was not always enough
Target sequence (P61088 whole entry, looked up): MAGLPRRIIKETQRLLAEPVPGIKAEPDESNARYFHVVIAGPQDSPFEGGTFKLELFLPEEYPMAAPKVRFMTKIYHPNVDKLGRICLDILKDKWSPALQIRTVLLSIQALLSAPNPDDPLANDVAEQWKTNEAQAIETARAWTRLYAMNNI
SENP8 inh: blocks the human protease SENP8 | hit rate 1.2% among 330,000 | purified SENP8, Z-RLRGG-aminoluciferin cleavage, luminescence | inhibition, % at 10 µM | Q96LD8
697 NFkB inh: inhibitors of the PMA/ionomycin-induced NF-kB reporter in 697 B cells. 697 B-cell NF-kB luciferase reporter, 16 h. inhibition, % at 4 µM. hit rate 0.33% among 330,000. AID 435022; in the data active means inhibition above about 35%
EBI2 antag: blocks human EBI2 receptor beta-arrestin signaling. P32249. EBI2 beta-arrestin recruitment, luminescence, 7a,25-OHC stimulated. inhibition, % at 5 µM. hit rate 0.81% among 360,000. AID 651636; in the data active means inhibition above about 38%;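 further: enzyme fragment complementation signal reports receptor beta-arrestin coupling in cells; 0% = agonist plus DMSO wells and 100% = wells without agonist; some results beyond the cut were filed as inactive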
Target sequence (P32249 whole entry, looked up, the tested form may be a part): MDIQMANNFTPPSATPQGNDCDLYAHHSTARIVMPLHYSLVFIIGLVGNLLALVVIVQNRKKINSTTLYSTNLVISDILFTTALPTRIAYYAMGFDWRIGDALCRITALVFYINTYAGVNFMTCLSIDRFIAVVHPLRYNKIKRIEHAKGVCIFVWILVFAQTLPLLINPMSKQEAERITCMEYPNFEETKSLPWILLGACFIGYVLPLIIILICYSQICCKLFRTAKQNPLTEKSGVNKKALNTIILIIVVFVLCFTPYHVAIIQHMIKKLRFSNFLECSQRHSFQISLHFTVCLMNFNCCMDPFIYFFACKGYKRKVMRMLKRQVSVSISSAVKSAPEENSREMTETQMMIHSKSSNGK
* = called active by the depositor. Unless noted, no stated cut-off is given here; in the data, active means inhibition above about 50%; inactive means the rest. Not all compounds are listed. The share of hits here may be higher or lower than overall.

For CCC(=NCc1ccccc1)c1c(C(F)(F)F)[nH]n(-c2nc3ccccc3s2)c1=O the results were Jurkat NFkB inh -16, Apaf1 inhib 10, Gli-Sufu block 4, CCR6 antagonist -1, UBC13 polyUb -23, SENP8 inh 60*, 697 NFkB inh -54 and EBI2 antag 7.
Screening COc1ccc(N2C(=O)CC(N3CCC(C(N)=O)CC3)C2=O)cc1 (stereo not drawn) returned Jurkat NFkB inh -11, Apaf1 inhib -11, Gli-Sufu block -2, CCR6 antagonist -5, UBC13 polyUb -9, SENP8 inh -8, 697 NFkB inh -20 and EBI2 antag 0.
`C=CCSc1nnc(Cc2cc(=O)[nH]c(=O)[nH]2)n1-c1cc(C)ccc1C` gave Jurkat NFkB inh -1, Apaf1 inhib 7, Gli-Sufu block 25, CCR6 antagonist 3, UBC13 polyUb -4, SENP8 inh -13, 697 NFkB inh -7 and EBI2 antag -5.
COc1ccc(S(=O)(=O)N2CCC(C(=O)N3CCc4ccccc4C3)CC2)cc1C was read as Jurkat NFkB inh 8, Apaf1 inhib 14, Gli-Sufu block -3, CCR6 antagonist -2, UBC13 polyUb -3, SENP8 inh -3, 697 NFkB inh 14 and EBI2 antag 36.
For CC(C)c1ccc2c(c1)C(c1ccc(N3CCOCC3)cc1)=NNC(c1cccs1)=N2 the results were Jurkat NFkB inh -9, Apaf1 inhib 23, Gli-Sufu block 0, CCR6 antagonist 23, UBC13 polyUb -8, SENP8 inh 4, 697 NFkB inh -22 and EBI2 antag 4.
COc1ccc(Cl)c(NC(=O)Nc2c(C)n(-c3ccccc3)c(=O)n2C)c1 was read as Jurkat NFkB inh 8, Apaf1 inhib -2, Gli-Sufu block -5, CCR6 antagonist 32, UBC13 polyUb 14, SENP8 inh -1, 697 NFkB inh 5 and EBI2 antag 2.
C/C(CC(=O)Nc1ccc2c(c1)OCO2)=N\NC(=O)OC(C)(C)C was read as Jurkat NFkB inh 10, Apaf1 inhib 2, Gli-Sufu block 1, CCR6 antagonist 4, UBC13 polyUb 2, SENP8 inh 0, 697 NFkB inh -1 and EBI2 antag -14.
For COc1ccc(NC(=O)CSc2nnc(-c3ccccn3)n2N)cc1 the results were Jurkat NFkB inh 7, Apaf1 inhib -9, Gli-Sufu block 3, CCR6 antagonist -5, UBC13 polyUb 4, SENP8 inh 0, 697 NFkB inh 22 and EBI2 antag -10.
For O=C(NCCN1CCN(C(=O)c2cccs2)CC1)c1cccs1 the results were Jurkat NFkB inh 4, Apaf1 inhib -8, Gli-Sufu block -8, CCR6 antagonist -4, UBC13 polyUb -2, SENP8 inh 6, 697 NFkB inh 23 and EBI2 antag -10.
For CCCn1c(CCC(=O)O)ccc1-c1ccccc1 the results were Jurkat NFkB inh -6, Apaf1 inhib 1, Gli-Sufu block -2, CCR6 antagonist -14, UBC13 polyUb 5, SENP8 inh 1, 697 NFkB inh 10 and EBI2 antag -1.
`C/C(=N\NC(=O)c1ccccc1)c1ccc2c(c1)OCO2` gave Jurkat NFkB inh -65, Apaf1 inhib 5, Gli-Sufu block -63, CCR6 antagonist 8, UBC13 polyUb -11, SENP8 inh -13, 697 NFkB inh -46 and EBI2 antag -7.
For O=C(N/N=C/c1cc(Cl)cc([N+](=O)[O-])c1O)NC12CC3CC(CC(C3)C1)C2 the results were Jurkat NFkB inh 8, Apaf1 inhib -56, Gli-Sufu block -7, CCR6 antagonist 44, UBC13 polyUb -77, SENP8 inh -5, 697 NFkB inh -17 and EBI2 antag 14.
For Cn1cc(CN2CCN(Cc3ccc4c(c3)OCO4)CC2)c(-c2ccccc2F)n1 the results were Jurkat NFkB inh -18, Apaf1 inhib 3, Gli-Sufu block 24, CCR6 antagonist 0, UBC13 polyUb -8, SENP8 inh -6, 697 NFkB inh -21 and EBI2 antag 12.
Screening COc1cc(/C=C(/C#N)C(=O)Nc2ccccc2)c(Br)cc1OCc1ccc(C(=O)O)cc1 returned Jurkat NFkB inh -14, Apaf1 inhib 8, Gli-Sufu block 3, CCR6 antagonist 7, UBC13 polyUb -24, SENP8 inh -4, 697 NFkB inh -18 and EBI2 antag -6.
For COC(=O)C(CC(C)C)N1CCC(=O)c2ccccc2S1(=O)=O (stereo not drawn) the results were Jurkat NFkB inh 4, Apaf1 inhib -9, Gli-Sufu block -2, CCR6 antagonist 6, UBC13 polyUb 3, SENP8 inh 1, 697 NFkB inh -2 and EBI2 antag -10.
Screening O=C(c1cnccn1)N(Cc1cccs1)C1(C(=O)NC2CCCC2)CCCCC1 returned Jurkat NFkB inh 3, Apaf1 inhib -10, Gli-Sufu block 3, CCR6 antagonist 6, UBC13 polyUb 5, SENP8 inh -11, 697 NFkB inh -4 and EBI2 antag 6.
COc1ccc([C@H]2CC(=O)C=C(c3ccc(F)cc3OCc3ccccc3)C2)cc1 was read as Jurkat NFkB inh -6, Apaf1 inhib 19, Gli-Sufu block 38, CCR6 antagonist 12, UBC13 polyUb -5, SENP8 inh -5, 697 NFkB inh 4 and EBI2 antag 16.
CCOC(=O)CSc1nnc(-c2ccc(S(=O)(=O)N3CCOCC3)cc2)n1-c1ccccc1 was read as Jurkat NFkB inh -8, Apaf1 inhib 13, Gli-Sufu block 9, CCR6 antagonist -2, UBC13 polyUb -2, SENP8 inh 4, 697 NFkB inh 3 and EBI2 antag -1.
O=C(O)c1oc2ccccc2c1CN1CCN(c2ccccc2)CC1 was read as Jurkat NFkB inh -20, Apaf1 inhib 5, Gli-Sufu block 2, CCR6 antagonist -16, UBC13 polyUb -8, SENP8 inh 5, 697 NFkB inh -22 and EBI2 antag -16.
`CCOc1ccccc1N(CC(=O)NCCSc1ccccn1)S(=O)(=O)c1ccccc1` gave Jurkat NFkB inh 0, Apaf1 inhib 15, Gli-Sufu block -9, CCR6 antagonist 13, UBC13 polyUb 1, SENP8 inh -2, 697 NFkB inh 11 and EBI2 antag 10.
COc1cc(O)cc2cc3c(c(O)c12)C(=O)CC(C)(O)O3 (stereo not drawn) was read as Jurkat NFkB inh -10, Apaf1 inhib 4, Gli-Sufu block -14, CCR6 antagonist 2, UBC13 polyUb -95, SENP8 inh 21, 697 NFkB inh -9 and EBI2 antag -6.
Screening OCCN(CCO)c1nc2ccccc2[nH]1 returned Jurkat NFkB inh 2, Apaf1 inhib -10, Gli-Sufu block 6, CCR6 antagonist 7, UBC13 polyUb -12, SENP8 inh -5, 697 NFkB inh -11 and EBI2 antag 0.
Screening O=S(=O)(c1ccc(N2CCCC2)cc1)C(F)(F)F returned Jurkat NFkB inh -13, Apaf1 inhib 15, Gli-Sufu block 26, CCR6 antagonist 14, UBC13 polyUb -16, SENP8 inh -10, 697 NFkB inh -56 and EBI2 antag -10.
Screening CCOC(=O)C1=C(C)NC(=O)NC1c1ccc(OCC(=O)N2CCCCC2)cc1 (stereo not drawn) returned Jurkat NFkB inh 6, Apaf1 inhib -5, Gli-Sufu block 8, CCR6 antagonist -7, UBC13 polyUb 4, SENP8 inh -3, 697 NFkB inh 9 and EBI2 antag -4.
CCOc1ccccc1-n1c(SCC(=O)Nc2ccccc2C(=O)O)nc2ccccc2c1=O was read as Jurkat NFkB inh 12, Apaf1 inhib 8, Gli-Sufu block 10, CCR6 antagonist -2, UBC13 polyUb 8, SENP8 inh -5, 697 NFkB inh -42 and EBI2 antag -1.
CCCCN(C)CCNC(=S)Nc1ccc2nc(N3CCN(CC)CC3)cc(C)c2c1 was read as Jurkat NFkB inh 3, Apaf1 inhib 13, Gli-Sufu block 15, CCR6 antagonist 14, UBC13 polyUb 0, SENP8 inh -9, 697 NFkB inh -8 and EBI2 antag 7.
CCN(CC)c1ccc(C(NC(C)=O)NC(C)=O)cc1 was read as Jurkat NFkB inh 16, Apaf1 inhib 4, Gli-Sufu block -3, CCR6 antagonist 2, UBC13 polyUb -1, SENP8 inh -7, 697 NFkB inh -4 and EBI2 antag 4.
Screening CN1CC(=O)NC1=NC(=O)c1cc(F)c(F)cc1Cl returned Jurkat NFkB inh -2, Apaf1 inhib -8, Gli-Sufu block 2, CCR6 antagonist -24, UBC13 polyUb 0, SENP8 inh -4, 697 NFkB inh -5 and EBI2 antag 3.
`CCOc1cc(CNc2ccc(N3CCCCC3)cc2)cc(Br)c1OCC(=O)NC(C)(C)C` gave Jurkat NFkB inh -5, Apaf1 inhib 44*, Gli-Sufu block 10, CCR6 antagonist 14, UBC13 polyUb 3, SENP8 inh -9, 697 NFkB inh -36 and EBI2 antag 3.
`COc1ccc(S(=O)(=O)N(CCc2ccccc2)CC(=O)NC(C)C)cc1` gave Jurkat NFkB inh -3, Apaf1 inhib -19, Gli-Sufu block 7, CCR6 antagonist 18, UBC13 polyUb 13, SENP8 inh 4, 697 NFkB inh 13 and EBI2 antag -15.

Among those listed so far, these have an NH in an aromatic ring:
For CCC(=NCc1ccccc1)c1c(C(F)(F)F)[nH]n(-c2nc3ccccc3s2)c1=O the results were Jurkat NFkB inh -16, Apaf1 inhib 10, Gli-Sufu block 4, CCR6 antagonist -1, UBC13 polyUb -23, SENP8 inh 60*, 697 NFkB inh -54 and EBI2 antag 7.
`C=CCSc1nnc(Cc2cc(=O)[nH]c(=O)[nH]2)n1-c1cc(C)ccc1C` gave Jurkat NFkB inh -1, Apaf1 inhib 7, Gli-Sufu block 25, CCR6 antagonist 3, UBC13 polyUb -4, SENP8 inh -13, 697 NFkB inh -7 and EBI2 antag -5.
Screening OCCN(CCO)c1nc2ccccc2[nH]1 returned Jurkat NFkB inh 2, Apaf1 inhib -10, Gli-Sufu block 6, CCR6 antagonist 7, UBC13 polyUb -12, SENP8 inh -5, 697 NFkB inh -11 and EBI2 antag 0.

Further structures follow:
Screening CC(C)(C)n1ncc2c(=O)n(CC(=O)OCc3ccccc3)cnc21 returned Jurkat NFkB inh -14, Apaf1 inhib 3, Gli-Sufu block 13, CCR6 antagonist 9, UBC13 polyUb 7, SENP8 inh 17, 697 NFkB inh -4 and EBI2 antag -7.
Screening COc1ccc(C(=O)Nc2ncc3c(n2)CC(c2ccco2)CC3=O)cc1 (stereo not drawn) returned Jurkat NFkB inh -10, Apaf1 inhib 0, Gli-Sufu block 1, CCR6 antagonist 0, UBC13 polyUb 0, SENP8 inh -1, 697 NFkB inh -2 and EBI2 antag 15.
Screening COc1ccc(-c2nc(-c3ccccc3)ncc2S(C)(=O)=O)cc1 returned Jurkat NFkB inh -5, Apaf1 inhib 16, Gli-Sufu block -1, CCR6 antagonist 13, UBC13 polyUb -2, SENP8 inh 4, 697 NFkB inh 3 and EBI2 antag -9.
Screening CCOC(=O)c1c(C)[nH]c(C)c1C(=O)COC(=O)c1cccc(S(=O)(=O)N(CC)CC)c1 returned Jurkat NFkB inh -18, Apaf1 inhib 23, Gli-Sufu block 31, CCR6 antagonist 9, UBC13 polyUb 4, SENP8 inh 0, 697 NFkB inh -8 and EBI2 antag 17.
Screening Cc1ccc2oc(=O)c3cc(C(=O)N4CCN(C)CC4)sc3c2c1 returned Jurkat NFkB inh -2, Apaf1 inhib -13, Gli-Sufu block -9, CCR6 antagonist 7, UBC13 polyUb 1, SENP8 inh -9, 697 NFkB inh 8 and EBI2 antag 3.
`CCCc1cc(=O)[nH]c(SCC(=O)N2N=C(c3ccc(Cl)cc3)CC2c2ccco2)n1` (stereo not drawn) gave Jurkat NFkB inh 17, Apaf1 inhib 10, Gli-Sufu block 0, CCR6 antagonist -11, UBC13 polyUb -14, SENP8 inh 4, 697 NFkB inh 2 and EBI2 antag -3.
`CCCOc1ccc(C=Nc2ccc(OC)c(S(=O)(=O)N3CCOCC3)c2)c(O)c1` gave Jurkat NFkB inh 11, Apaf1 inhib -4, Gli-Sufu block -15, CCR6 antagonist 3, UBC13 polyUb -1, SENP8 inh 7, 697 NFkB inh 14 and EBI2 antag -6.
Screening COc1ccc(NC(C)C(=O)Nc2ccc(C(C)(C)C)cc2)cc1Cl (stereo not drawn) returned Jurkat NFkB inh -3, Apaf1 inhib 8, Gli-Sufu block -5, CCR6 antagonist 3, UBC13 polyUb 8, SENP8 inh -2, 697 NFkB inh -9 and EBI2 antag 10.
For COC(=O)c1sc(NC(=O)COc2cccc3ccccc23)nc1C the results were Jurkat NFkB inh 9, Apaf1 inhib 8, Gli-Sufu block 8, CCR6 antagonist 15, UBC13 polyUb -6, SENP8 inh 0, 697 NFkB inh -14 and EBI2 antag 4.
